Screens from PubChem.
UHRF1 binding: human UHRF1 methylated DNA binding inhibitors | Q96T88 | UHRF1 binding to methylated oligo, TR-FRET | inhibition, % at 4.4 µM | 370,000 compounds, 0.75% hits | AID 687016; in the data active means inhibition above about 21%;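 further: UHRF1 SRA domain binding a hemimethylated CpG hairpin DNA probe; 0% = median of test compound wells and 100% = reference inhibitor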
TDP2 absorb: TDP2 (human) inhibition, absorbance primary screen. recombinant TDP2, T5PNP hydrolysis, p-nitrophenol absorbance 415 nm. inhibition, % at 12.8 µM. 370,000 compounds, 0.34% hits;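 active means inhibition above the mean of all tested compounds plus 3 SD, set per campaign, cut at about 25% in these data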;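 further: 0% = DMSO with enzyme and 100% = buffer with substrate but no TDP2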
Target sequence (O95551 whole entry, looked up): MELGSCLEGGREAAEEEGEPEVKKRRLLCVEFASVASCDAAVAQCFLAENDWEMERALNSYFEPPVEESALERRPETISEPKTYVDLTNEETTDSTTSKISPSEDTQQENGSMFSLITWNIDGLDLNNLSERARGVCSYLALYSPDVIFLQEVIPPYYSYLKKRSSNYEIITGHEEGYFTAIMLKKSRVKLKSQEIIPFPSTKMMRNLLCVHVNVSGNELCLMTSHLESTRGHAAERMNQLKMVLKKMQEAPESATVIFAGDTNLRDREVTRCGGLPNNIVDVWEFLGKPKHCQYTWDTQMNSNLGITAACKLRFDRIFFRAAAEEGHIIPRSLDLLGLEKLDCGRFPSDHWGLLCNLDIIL
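Material: recombinant human TDP2; quantity: TDP2 enzyme at 120 nM final; medium: Tris-HCl pH 7.5 with MgCl2; compound: single concentration, 12.8 µM nominal, with 1% DMSO; incubation: 2 h enzyme incubation at 37 °C; signal: epi absorbance; measure: percent inhibition; benchmarks: high control without enzyme, low control DMSO plus TDP2; repeats: singlicate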
TCR-CD3 inh: blocks the human TCR-CD3 interaction | TAMRA-labeled TCR probe fluorescence, biochemical | inhibition, % at 9.4 µM | 360,000 compounds, 0.37% hits; in the data active means inhibition above about 19%;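 further: recombinant mutant TCR 2C K166C tagged with TAMRA read by polarization; 0% = receptor in buffer alone and 100% = receptor with positive control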
DDE Tn7 FP inh: inhibitors of Tn7 peptide binding to human fibrin DD(E) | 370,000 compounds, 0.13% hits | FP displacement of FITC-Tn7 peptide from fibrin DD(E); 0% = median of compound wells per plate | P02675 | inhibition, % at 8.3 µM;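 active means inhibition above the mean of compounds falling within the control limits plus 3 SD of them, cut at about 14% in these data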;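 further: 0% = plate median of compound wells and 100% = 10 µM Aha-Tn7 peptide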
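System: human fibrin DD(E); quantity: Fibrin-DD(E) at 2 µM final; also added: fluorescent Tn7 probe at 0.1 µM; compound dosing: single nominal test concentration of 8.3 µM per compound; schedule: 10 min preincubation, 3 h with tracer, room temperature; detection: fluorescence polarization of the labelled Tn7 tracer; repeats: one replicate per compound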
Tn6 DDE FP: inhibitors of Tn6 peptide binding to human fibrin DD(E). P02675. AID 720509. 370,000 compounds, 0.21% hits. Fibrin DD(E) TRITC-Tn6 fluorescence polarization displacement. inhibition, % at 8.3 µM;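 active means inhibition above a per-campaign cutoff: mean of compounds within control limits plus 3 SD, cut at about 15% in these data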;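 further: 0% = median of all compound wells on the plate and 100% = blocking peptide control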
MBD2 DNA inh: MBD2-methylated oligo binding inhibition. Q9UBB5. TR-FRET, MBD2 binding to methylated oligonucleotide. inhibition, % at 4.4 µM. 370,000 compounds, 0.31% hits; in the data active means inhibition above about 13%
Target sequence (Q9UBB5 whole entry, looked up): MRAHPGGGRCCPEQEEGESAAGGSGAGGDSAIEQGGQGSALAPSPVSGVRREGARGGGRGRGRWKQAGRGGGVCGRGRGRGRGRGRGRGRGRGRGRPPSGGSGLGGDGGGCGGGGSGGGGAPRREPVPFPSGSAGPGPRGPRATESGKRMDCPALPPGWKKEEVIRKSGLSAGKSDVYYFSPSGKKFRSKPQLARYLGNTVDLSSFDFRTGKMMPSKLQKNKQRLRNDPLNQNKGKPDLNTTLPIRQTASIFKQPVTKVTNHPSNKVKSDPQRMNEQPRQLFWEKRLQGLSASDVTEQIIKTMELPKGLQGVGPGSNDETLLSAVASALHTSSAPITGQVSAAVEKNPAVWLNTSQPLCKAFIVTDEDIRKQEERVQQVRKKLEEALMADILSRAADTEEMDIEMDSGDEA
PRMT1 FP inh: blocks human protein arginine methyltransferase 1; Q99873; recombinant PRMT1, activity-based probe fluorescence polarization; inhibition, % at 2.79 µM; 370,000 compounds, 1.3% hits; AID 652257;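 active means inhibition above about 21% made by adding two undisclosed values, limit read from the data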
proKLK7 act: activators of human kallikrein-7 zymogen. P49862. purified proKLK7, EDANS-DABCYL substrate fluorescence; 100% is mature enzyme control, 0% vehicle. activation, % at 7 µM. 370,000 compounds, 0.9% hits. AID 652039;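 active means activation above the mean of all tested compounds plus 3 SD, computed per campaign excluding outliers beyond control limits, cut at about 13% in these data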
Target sequence (P49862 whole entry, looked up): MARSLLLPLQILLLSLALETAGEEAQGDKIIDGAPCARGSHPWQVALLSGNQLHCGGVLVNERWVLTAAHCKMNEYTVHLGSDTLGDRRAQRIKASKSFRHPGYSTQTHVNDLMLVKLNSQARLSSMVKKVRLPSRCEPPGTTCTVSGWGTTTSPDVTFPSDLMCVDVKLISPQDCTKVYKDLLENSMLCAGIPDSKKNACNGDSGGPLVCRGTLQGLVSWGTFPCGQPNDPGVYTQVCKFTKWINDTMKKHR
LEDGF integ inh: blocks HIV-1 LEDGF/p75-dependent DNA integration. TR-FRET IN-LEDGF/p75 DNA integration, Eu/Cy5. inhibition, % at 3.7 µM. 370,000 compounds, 0.64% hits. AID 743269;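 active means inhibition above the screen-wide mean plus 3 SD, cut at about 13% in these data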;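 further: signal is the Cy5 over europium emission ratio at 671 and 618 nm; 0% = plate median of compound wells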
SIAE primary: human SIAE inhibition, primary screen; Q9HAT2; SIAE FP-Rh probe binding, fluorescence polarization; inhibition, % at 9.66 µM; 370,000 compounds, 0.69% hits;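 active means inhibition above a cutoff: mean of compounds within the control limits plus 3 SD of those, cut at about 17% in these data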;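 further: 0% = plate median of compound wells and 100% = probe without SIAE protein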
* hit, by the source's call; . = not tested or not shown.

SMILES	UHRF1 binding	TDP2 absorb	TCR-CD3 inh	DDE Tn7 FP inh	Tn6 DDE FP	MBD2 DNA inh	PRMT1 FP inh	proKLK7 act	LEDGF integ inh	SIAE primary
c1ccc(-c2csc3ncnc(N4CCOCC4)c23)cc1	0	-8	0	11	2	-2	-2	0.9	0	9
COc1ccc(C(=O)COC(=O)c2cc(S(=O)(=O)N3CCCCC3)ccc2N2CCOCC2)c(OC)c1	2	-8	2	-4	1	-8	-4	-0.1	7	-10
OC(c1ccccc1)c1ncc(-c2cccc(C(F)(F)F)c2)[nH]1 (stereo not drawn)	3	-3	-6	2	2	7	5	0.1	2	10
CC(C)Cn1nc(NC(=O)C(C)(C)C)c2cc3ccccc3nc21	-4	-1	7	-7	4	-6	-1	3.1	-1	0
O=C1OCCC1=COCCCCCCOC=C1CCOC1=O	-2	-9	7	3	8	4	-1	-0.6	0	-1
COCc1cc(C)nc2sc3c(=O)n(-c4cccc5ccccc45)nnc3c12	-2	10	5	-5	7	1	-3	0.3	19*	10
N#CC1=C(N)Oc2ccc3ccc(O)cc3c2C1c1cccnc1 (stereo not drawn)	0	3	3	0	-3	-2	1	0.2	2	-2
CSc1cccc(NC(=S)N2CCCN(Cc3ccccc3F)C2)c1	-2	3	-8	5	-1	5	-2	0.0	1	-31
COc1ccc(-c2nnc(SCc3cc(C)ccc3C)n2N)cc1	-3	11	2	-2	6	-2	-1	0.0	3	6
CN=C1SC(CC(=O)Nc2sc(C)c(C)c2C(=O)OC)C(=O)N1C (stereo not drawn)	0	-3	6	2	8	0	0	0.5	-3	-9

Nothing new here: an excerpt of the list.
SMILES	UHRF1 binding	TDP2 absorb	TCR-CD3 inh	DDE Tn7 FP inh	Tn6 DDE FP	MBD2 DNA inh	PRMT1 FP inh	proKLK7 act	LEDGF integ inh	SIAE primary
c1ccc(-c2csc3ncnc(N4CCOCC4)c23)cc1	0	-8	0	11	2	-2	-2	0.9	0	9
COc1ccc(C(=O)COC(=O)c2cc(S(=O)(=O)N3CCCCC3)ccc2N2CCOCC2)c(OC)c1	2	-8	2	-4	1	-8	-4	-0.1	7	-10

(more compounds)
SMILES	UHRF1 binding	TDP2 absorb	TCR-CD3 inh	DDE Tn7 FP inh	Tn6 DDE FP	MBD2 DNA inh	PRMT1 FP inh	proKLK7 act	LEDGF integ inh	SIAE primary
COCCNC(=S)Nc1ccc(S(=O)(=O)Nc2ncccn2)cc1	4	-4	-13	9	-3	5	6	-0.6	-2	-9
CC1=C(C(=O)N2CCOCC2)C(c2cc(C)cs2)NC(=O)N1 (stereo not drawn)	-2	2	7	-3	0	1	0	1.1	-1	-51
CSc1nc2ccccc2n1CC(=O)Nc1c(C)cccc1C	2	-5	0	-3	4	2	2	0.3	-11	-1
Cc1ccc(C(=O)COc2cc(O)c3c(=O)cc(-c4ccccc4)oc3c2)cc1	0	-5	0	1	1	3	1	-0.4	-2	-2
Cc1cc(C)c(CN2CCC(n3nccc3NC(=O)C3CCOC3)CC2)cc1C (stereo not drawn)	-1	4	6	2	0	1	1	0.7	-1	-1
CC(=O)NC12CC3CC(C1)CC(C(=O)Nc1c(C)n(C)n(-c4ccccc4)c1=O)(C3)C2	-1	12	-3	5	-6	1	0	-0.7	-2	12
O=C(N/N=C\c1cccc(Cl)c1)c1ccc(Cn2cccn2)o1	2	7	-8	1	-5	2	0	0.8	1	5
CC(=O)Nc1ccc(NC(=O)C2CCC(CNS(=O)(=O)c3cccc4nsnc34)CC2)cc1 (stereo not drawn)	-3	4	4	7	0	0	-1	0.4	1	-3
Cn1c(SCC(=O)Nc2ccc(N3CCOCC3)cc2)nnc1C1CC1	0	0	-3	7	1	0	0	0.3	-2	2
CC(=O)c1cccc(NC(=O)Cc2cccs2)c1	2	-1	6	-5	-3	0	3	-0.3	6	5
CCOc1ccccc1C(=O)N1CCN(c2cccc(Cl)c2)CC1	-1	-2	1	-6	-3	-6	-2	0.3	2	-1
O=C(c1cccc(S(=O)(=O)N2CCN(c3ccccc3)CC2)c1)N1CCN(c2ccccc2O)CC1	-5	29*	7	4	-1	3	0	0.3	-1	16
O=C(CCOc1ccccc1)NCc1ccccc1	0	4	-6	-7	-1	6	3	0.0	1	0
CC(C)c1nc(C#N)c(NN)o1	-3	-4	-1	14*	-3	-6	-6	0.3	-2	-2
CCOc1ccc(NC(=O)CSc2nccn2C)cc1	1	-1	2	5	-1	0	0	0.2	-2	-1
NC(=O)C1CCN(C(=O)COc2ccc3ccccc3c2)CC1	-2	-3	-2	2	-1	-7	-3	0.4	1	8
CC(=O)Nc1ccc(S(=O)(=O)N2CCSC2c2ccc(Cl)cc2)cc1 (stereo not drawn)	-4	10	-5	-8	3	1	-2	-0.4	6	-7
COc1ccc2c(c1)cc(C(=O)N[C@@H](CCSC)C(=O)N1CCC[C@H]1C(=O)O)n2C	3	-3	-2	7	2	4	4	7.8	0	3
NC(=O)c1ccc(-c2nnn(CC(=O)N(C3CCCC3)C3CCS(=O)(=O)C3)n2)cc1 (stereo not drawn)	3	12	2	0	-1	4	1	-0.1	-1	-2
COc1cc(C)cc(C(=O)C=Cc2ccccc2)c1O	-1	2	0	-8	-10	5	1	14*	1	-1
COC(=O)C1CN(Cc2ccc(OC)cc2)CCS(=O)(=O)N1Cc1cn(CCOC(C)=O)nn1 (stereo not drawn)	15	2	.	-11	-4	9	2	-0.3	1	5
COc1ccc(-c2ccc(C(=O)NCc3ccco3)c3occc23)c(C)c1	1	-3	-2	5	3	-6	3	-3.1	2	0
CN1CCN(CCNC(=O)c2ccc3nc(-c4ccc(F)cc4)c(-c4ccc(F)cc4)nc3c2)CC1	0	0	-6	7	-2	1	1	-4.8	-6	-4
O=C(OCCN1CCCCC1)c1cc2ccccc2o1	-1	8	10	-3	2	1	-1	-0.3	0	2
CC(C)=CCCC(C)CN1CCC(n2nccc2NC(=O)c2ccc3c(c2)OCO3)CC1 (stereo not drawn)	-2	8	1	-6	2	-1	2	-0.1	4	0
CCn1c(COc2ccc3ccccc3c2C)nnc1SCC(=O)Nc1cccc(C(=O)O)c1	7	-12	-6	0	-6	8	7	0.0	2	-5
Cc1cc(-c2csc(N)n2)c(C)n1CCC(C)C	5	2	5	-3	0	-1	12	-0.6	-1	7
COc1ccc(N2CCN(CCCNC(=O)CCOC(C)(C)C)CC2)cc1	-1	-1	.	7	4	-3	2	0.1	1	6
CCOc1cc(Br)ccc1S(=O)(=O)N1CC(C)OC(C)C1 (stereo not drawn)	1	-1	5	-9	6	2	-2	1.1	1	-1
O=C(COC(=O)c1ccc(NS(=O)(=O)c2ccc(Br)s2)cc1)NC1CCCC1	4	-7	1	-7	12	-1	4	0.6	-3	-5

Part of the list above, with two lines to a compound.
Every second line gives: UHRF1 binding | TDP2 absorb | TCR-CD3 inh | DDE Tn7 FP inh | Tn6 DDE FP | MBD2 DNA inh | PRMT1 FP inh | proKLK7 act | LEDGF integ inh | SIAE primary
CC(C)=CCCC(C)CN1CCC(n2nccc2NC(=O)c2ccc3c(c2)OCO3)CC1 (stereo not drawn)
→ -2 | 8 | 1 | -6 | 2 | -1 | 2 | -0.1 | 4 | 0
O=C(COC(=O)c1ccc(NS(=O)(=O)c2ccc(Br)s2)cc1)NC1CCCC1
→ 4 | -7 | 1 | -7 | 12 | -1 | 4 | 0.6 | -3 | -5
COC(=O)C1CN(Cc2ccc(OC)cc2)CCS(=O)(=O)N1Cc1cn(CCOC(C)=O)nn1 (stereo not drawn)
→ 15 | 2 | . | -11 | -4 | 9 | 2 | -0.3 | 1 | 5
COc1ccc(-c2ccc(C(=O)NCc3ccco3)c3occc23)c(C)c1
→ 1 | -3 | -2 | 5 | 3 | -6 | 3 | -3.1 | 2 | 0
Cc1cc(-c2csc(N)n2)c(C)n1CCC(C)C
→ 5 | 2 | 5 | -3 | 0 | -1 | 12 | -0.6 | -1 | 7

Next part.
SMILES	UHRF1 binding	TDP2 absorb	TCR-CD3 inh	DDE Tn7 FP inh	Tn6 DDE FP	MBD2 DNA inh	PRMT1 FP inh	proKLK7 act	LEDGF integ inh	SIAE primary
CCCOc1ccc(F)cc1-c1cc(C(=O)NCc2ccccc2)[nH]n1	0	-7	2	2	-4	3	-3	0.5	2	-17
O=C(NCc1cccc(C(F)(F)F)c1)C1CCN(c2ncccn2)CC1	0	0	1	1	-7	2	0	0.3	-4	-4
C/C=C/C=C/C(=O)OC(C)C(=O)Nc1cc([N+](=O)[O-])ccc1OC (stereo not drawn)	16	-6	-3	1	0	2	9	0.7	-2	-4
O=C(O)c1cc(-c2ccccc2)nc(-c2ccccc2)c1	1	-4	-2	3	-2	2	-3	1.2	15*	-13
Cc1c(NC(=O)CN2CCN(c3ccc([N+](=O)[O-])cc3)CC2)c(=O)n(-c2ccccc2)n1C	-4	-10	-2	2	1	-2	0	-0.3	-4	-2
COc1cc2ccc(C(=O)O)cc2cc1OC	-3	10	6	6	3	4	-1	0.3	-3	0
O=C(CCn1c(=O)oc2ccccc21)NCc1cccs1	1	2	2	1	0	4	0	0.0	-5	11
Cc1cc(C)cc(C(=O)NCCC(=O)N2CCC3(CC2)NCCc2[nH]cnc23)c1	-1	2	-4	0	-1	0	0	0.3	-5	-99
COc1ccc(/C=N\NS(=O)(=O)c2ccc(Br)cc2)cc1COc1ccccc1[N+](=O)[O-]	10	6	-6	-9	-8	2	0	-0.2	-4	-1
Cc1ccc(N2CC(NC(=O)C(=O)c3c(C)[nH]c4ccccc34)CC2=O)cc1C (stereo not drawn)	4	-3	-3	-1	6	4	3	0.2	-4	4
Cc1ccc(-n2[nH]c(C)c(/C=N/c3cccc(C)n3)c2=O)cc1	-4	12	-1	0	2	1	4	0.3	-4	-3
Cc1nn(-c2ccccc2)c(C)c1Cc1ccc(O)cc1	0	5	-6	1	-5	4	-10	-1.1	0	9
CCOc1ccccc1C1N=C(c2ccc(OC)cc2)CC(c2ccccc2O)N1 (stereo not drawn)	1	-7	-8	-5	0	5	7	0.0	-5	-8
